N370S GC mod: inhibits or activates N370S mutant glucocerebrosidase; actives 0.092% (n = 330,000); P04062; Potency, µM (top dose mostly 59.4 µM), inactives show at the highest dose activity change, negative = inhibition, usual class: inhibitors; N370S GC spleen homogenate, 4MU-glucoside fluorescence; AID 2101;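 further: 0% = full enzyme activity and -100% = no enzyme basal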
FEN1 inhibitor: inhibitors of human flap endonuclease 1. Recombinant FEN1 flap cleavage, fluorescence, 15 min. Potency, µM (series often up to 114 µM), for the others: top-dose activity change, negative = inhibition, hits mostly inhibitors. actives 0.35% (n = 390,000). AID 588795; further: nearly all actives have a fitted effect of over 65% in size
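With each library titrated from low to high concentration, compounds met 10 nM FEN1 for 15 min at room temperature before 50 nM substrate was added; readings at 0 and 15 min fed four-parameter Hill curve fits.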
GCN5L2 inh: GCN5L2 (KAT2A) acetyltransferase inhibition | Potency, µM (titrated, usually from 58.9 µM), for the others: top-dose activity change, negative = inhibition, most hits filed as inhibitors | Q92830 | GCN5L2 HAT assay, ThioGlo1 CoA-SH fluorescence | AID 504327 | actives 0.21% (n = 390,000)
Target sequence (Q92830 whole entry, looked up): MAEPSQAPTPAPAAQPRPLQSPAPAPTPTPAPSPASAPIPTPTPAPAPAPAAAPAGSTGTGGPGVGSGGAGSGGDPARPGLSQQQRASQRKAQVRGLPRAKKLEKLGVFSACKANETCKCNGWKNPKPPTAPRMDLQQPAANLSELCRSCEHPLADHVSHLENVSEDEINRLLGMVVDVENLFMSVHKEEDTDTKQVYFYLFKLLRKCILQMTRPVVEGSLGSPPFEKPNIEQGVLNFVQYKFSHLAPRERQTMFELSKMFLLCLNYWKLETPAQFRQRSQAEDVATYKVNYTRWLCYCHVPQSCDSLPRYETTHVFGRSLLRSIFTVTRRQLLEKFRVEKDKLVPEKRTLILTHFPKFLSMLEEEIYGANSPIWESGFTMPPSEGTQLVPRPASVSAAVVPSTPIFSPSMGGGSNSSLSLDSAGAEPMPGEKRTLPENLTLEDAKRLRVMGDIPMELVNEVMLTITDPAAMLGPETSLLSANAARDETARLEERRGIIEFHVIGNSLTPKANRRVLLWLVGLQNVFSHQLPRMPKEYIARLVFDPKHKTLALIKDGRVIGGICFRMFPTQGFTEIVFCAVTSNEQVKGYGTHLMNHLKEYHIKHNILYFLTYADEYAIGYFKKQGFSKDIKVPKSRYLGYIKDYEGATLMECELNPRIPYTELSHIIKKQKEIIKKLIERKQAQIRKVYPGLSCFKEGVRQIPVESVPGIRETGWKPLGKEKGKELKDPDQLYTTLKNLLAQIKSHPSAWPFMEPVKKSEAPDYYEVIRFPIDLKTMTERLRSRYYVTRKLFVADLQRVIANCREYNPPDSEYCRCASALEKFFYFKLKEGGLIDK
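Preincubate 20nM GCN5L2 with compound 15 min, RT → add 50uM ThioGlo1 + 75uM H3(1-25) + 70uM acetyl-CoA → read fluorescence 0 and 20 min. Primary qHTS; fluorescent artifacts likely.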
Starred values were filed as active, the others as inactive; ? = inconclusive; / = not tested or not shown; & = joins results of further samples; [ ] = remark or other dose. The call rests on the fitted dose curve; in most records, active means well fitted curve in the direction sought with a large enough effect; inconclusive means small, poorly fitted or top-dose-only effect, or another doubt; inactive means no such curve, though single readings can be large; an effect the other way counts as inactive or inconclusive. Unless noted, on the % scale 0 is the no-effect control and ±100 the full control effect; potency means the concentration at half of the fitted maximal effect. Some of the compounds tested. The share of hits here may be higher or lower than overall.

FEN1 inhibitor	GCN5L2 inh	N370S GC mod	compound
5%	-1%	-7%	CCCNC(=O)CN1C(=O)NC(CCc2ccccc2)C1=O (stereo not drawn)
-2%	-4%	/	Cc1onc(-c2ccccc2)c1C(=O)NCCSCc1ccco1
-15%	-4%	21%	O=C(Nc1nc2cc(Cl)ccc2s1)C1CCCN(S(=O)(=O)c2cccc3cccnc23)C1 (stereo not drawn)
-8%	3%	/	COc1ccc(C(=O)Nc2cc(C(F)(F)F)ccc2N2CCN(c3ccccc3)CC2)cc1OC
0%	-7%	-21%	Cc1cc(NS(=O)(=O)c2ccc(NC(=O)CCCOc3ccccc3C)cc2)nc(C)n1
-2%	-13%	-11%	CCN(CC)c1ccc(/C=N/Nc2nc(C)cc(=O)[nH]2)c(O)c1
-7%	3%	5%	Cc1c(NC(=O)c2cc3nc(-c4ccc(Br)cc4)cc(C(F)(F)F)n3n2)c(=O)n(-c2ccccc2)n1C
1%	-4%	6%	CC(C)C(=O)Nc1ccc(C(=O)c2ccccc2)cc1
/	11%	-12%	O=C(c1ccncc1)N1CCC2(CCCN(Cc3ccccc3)C2)CC1
11%	-2%	5%	CN(C)CCN1CC(C(=O)O)CC1=O (stereo not drawn)
?	-10%	/	Cn1cncc1C#Cc1c(-c2ccsc2)sc2ccccc12
-19%	-15%	-3%	Cc1ccc(Cl)cc1N1CCN(S(=O)(=O)c2cc3c(cc2C)NC(=O)CO3)CC1
-14%	-15%	3%	Cc1ccc(NCc2ccc(O)c3ncccc23)cc1
-8%	-23%	/	Nc1cccc2c1C(=O)N(C(=O)c1ccc(Cl)c(S(=O)(=O)N3CCCCCC3)c1)C2=O
-2%	-4%	/	CCOc1ncccc1C(=O)OCC(=O)N1CCC(C)CC1
-2%	?	-7%	CN(C)/C=C/C(=O)c1ccc(S(=O)c2ccccc2)cc1 (stereo not drawn)
-6%	5%	/	CCn1c(C)nc2cc(C(=O)NNC(=O)c3ccc(C)cc3)ccc21
50µM*	?	3%	C/C(=N\NC(=O)c1cc(O)cc(O)c1)c1ccc(NC(=O)Cc2ccccc2)cc1
12%	-11%	-3%	COc1ccc(OC)c(NC(=O)C(C)Oc2ccc(Br)cc2)c1 (stereo not drawn)
1%	-21%	-5%	O=C(c1ccc(Cl)c(S(=O)(=O)N2CCOCC2)c1)N1CCOCC1
-5%	-4%	-11%	COc1ccc2c(c1OC)CN1CCc3cc4c(cc3[C@@H]1[C@@H]2O)OCO4
-6%&-2%	-8%&-24%	10%	Cc1ccc(C)c(N2CCN(C(=O)c3ccc4c(c3)c(C)c(C)n4C)CC2)c1
13%	-11%	-1%	O=c1cc[nH]c2c(Cl)cccc12
-5%	-5%	8%[2.35 µM]	CC(=O)c1ccc(N2CCCCCC2)c(F)c1
-4%	-6%	9%	CCOC(=O)C(c1ccccc1)C(Nc1ccc(Cl)c(Cl)c1)c1ccccn1 (stereo not drawn)
-5%	-2%	-2%	CCOc1ccc(NC(=O)CCn2c(=O)[nH]c3ccsc3c2=O)cc1
2%	-1%	3%	CN(C)c1cccc2cccc(N(C)C)c12
-1%	-1%	25%	COc1ccc(NC(=O)Nc2nc3c(s2)CCCC3)cc1
-24%	0%	2%	Cc1cc(C)cc(N/C(N)=N/c2nc(C)cc(C)n2)c1
-2%	3%	-3%	COc1ccc(NC(=O)C23CC4CC(C2)CC(c2ccc(C)cc2)(C4)C3)cc1
-15%	-20%	-19%	CC(/C=C/c1ccco1)=N\NC(=O)c1cc(C)[nH]n1
-10%	-3%	-24%	CCCCn1c(N)c(-c2nc3ccccc3s2)c2c([N+](=O)[O-])nn(CC)c(=O)c21
-15%	3%	22%	CCOC(=O)C1C(=O)OC2(CCCC2)C1C(=O)OCC (stereo not drawn)
-13%	-2%	0%	COC(=O)c1c(C)nsc1NC(=O)Oc1ccccc1
-10%	0%	3%	COc1ccc(NC(=O)CCc2nc(-c3ccc(C)cc3)no2)cc1Cl
-24%	-6%	-5%	O=C(O)c1nn(CC(=O)N2CCN(c3ncc(C(F)(F)F)cc3Cl)CC2)c(=O)c2ccccc12
-3%	3%	3%	FC(F)(F)c1cccc(Cc2noc(CN3CCCCC3c3ccccn3)n2)c1 (stereo not drawn)
-3%	-2%	/	CC(Sc1nncn1C)C(=O)NCCC1=CCCCC1 (stereo not drawn)
3%	?	-8%	CC(=O)c1ccc(S(=O)(=O)NC2CC(=O)N(c3ccc(Cl)cc3)C2)cc1 (stereo not drawn)
-17%	3%	-7%	O=C(COc1ccc2ccc(=O)oc2c1)OCc1ccccc1
-2%	-2%	2%	Cc1nn(-c2ccc(F)cc2)c(Cl)c1/C=C/C(=O)N1CCNC(=O)C1
13%	-11%	-6%	COc1cccc(C(=O)N(C)CC(=O)Nc2ccc(F)c(F)c2F)c1
1%	0%	3%	COc1ccc2[nH]c3nc(SCc4nnc(-c5ccc(C)cc5)o4)nnc3c2c1
11%	-10%	-5%	CCOC(=O)/C(C#N)=C1/C=CN(C)C(C)=N1
-13%	-1%	7%	Cc1ccc2nc(SCc3nc4ccccc4c(=O)[nH]3)[nH]c2c1
-12%	-10%	5%	Cn1c(N)c(C(=O)COC(=O)C2(c3cccc(F)c3)CCCC2)c(=O)n(C)c1=O
-13%	1%	-1%	C=CCOC(=O)C1=C(C)NC(=O)NC1c1cc2c(cc1Br)OCO2 (stereo not drawn)
10%	-10%	10%	Cc1ccc(N2C(=O)CC(Sc3ncccc3C(=O)O)C2=O)cc1 (stereo not drawn)
9%	-30%	2%	CCOc1ccccc1NC(=O)/C(C#N)=C/c1cccnc1
7%	-3%	3%	CNC(=O)COC(=O)c1ccc(NC(=O)CC#N)cc1
6%	-6%	-7%	CC1(C)CC(=O)C2=C(C1)N(Cc1ccco1)C(=O)C2(NC(=O)c1cccnc1)C(F)(F)F (stereo not drawn)
-8%	-2%	2%	COc1cc(C(=O)OCc2ccc(C)cc2)cc(NC(=O)c2cccs2)c1OC
8%	-7%	/	Cc1ccc(C)c(N2CCN(C(=O)C3CCCN(Cc4nc(-c5cccc(Cl)c5)oc4C)C3)CC2)c1 (stereo not drawn)
-11%	-2%	-7%	Cc1ccc(-n2c(C)nnc2SCC(=O)N2CCOCC2)cc1
0%	1%	3%	CC(=O)Nc1nc(C)c(Oc2ccc(Cl)cc2Cl)c(=O)[nH]1
0%	1%	/	Cc1c(NS(=O)(=O)c2cccc(C(=O)N3CCC(C)CC3)c2)c(=O)n(-c2ccccc2)n1C
-1%	-25%	-8%	Cc1cc(C)n(CCNC(=O)CC2C(=O)NCCN2Cc2ccccc2C(F)(F)F)n1 (stereo not drawn)
12%	-7%	3%	COc1ccc2c(c1)C(c1ccc(C)o1)=NNC(c1cccnc1)=N2
11%	-3%	2%	CC(C)C(=O)Nc1nnc(SCc2cccc(F)c2)s1
4%	-4%	-5%	CN(Cc1ccon1)Cc1cn(C)nc1-c1ccc2c(c1)OCCO2

Exported as labelled records: two of the compounds above
COc1cc(C(=O)OCc2ccc(C)cc2)cc(NC(=O)c2cccs2)c1OC
  FEN1 inhibitor: -8% | GCN5L2 inh: -2% | N370S GC mod: 2%

Cc1ccc(C)c(N2CCN(C(=O)C3CCCN(Cc4nc(-c5cccc(Cl)c5)oc4C)C3)CC2)c1 (stereo not drawn)
  FEN1 inhibitor: 8% | GCN5L2 inh: -7% | N370S GC mod: /

Remaining list, next part:
FEN1 inhibitor	GCN5L2 inh	N370S GC mod	compound
-15%	1%	25%	Cc1ccc(C)c(NC(=O)CSc2nnc(CNC(=O)c3cccs3)o2)c1
5%	3%	5%	CCOC(=O)C1CCN(C(=O)C2(NC(=O)NC3CCCCC3)CCCCC2)CC1
-1%	-1%	-4%	COc1cc(C(=O)N(Cc2cc3cc(C)ccc3[nH]c2=O)CC2CCCO2)cc(OC)c1OC (stereo not drawn)
-7%	3%	/	CCOC(=O)c1ccc2c(c1)N(CC(=O)Nc1cc(F)ccc1F)C(=O)c1ccccc1S2
-31%	-15%	19%	C/C=C(/C)C(=O)O[C@@H]1c2c(ccc3ccc(=O)oc23)O[C@@H]1C(C)(C)OC(=O)/C(C)=C\C
-14%	-4%	0%	Cc1ccc(C)c(CNS(=O)(=O)c2c(C)[nH]c(C)c2C(=O)N2CCCCC2)c1
5%	-3%	6%	O=S(=O)(c1ccc(-c2nnc(SCc3ccccc3)o2)cc1)N1CCCC1
-1%	-9%	-2%	COCCN(Cc1cc2ccccc2[nH]c1=O)C(=O)c1ccccc1OC
-12%	-2%	-1%	COc1ccc(C(=O)NNC(=O)C(Cc2ccc(O)cc2)NC(=O)c2ccccc2NC(=O)c2ccc(OC)cc2)cc1 (stereo not drawn)
2%	-4%	6%	O=C(CCc1c[nH]c2ccccc12)NC1CC1
2%	0%	0%	COc1cccc(NC(=O)CN2CCN(C(=O)c3ccco3)CC2)c1
3%	-3%	0%	CCn1c(CNC(=O)COC)nc2ccccc21
10%	20%	/	CCc1c(C)sc2c1CCN(Cc1cccc(OC)c1)C2c1ccccc1 (stereo not drawn)
1%	0%	-8%	CC(C)OCCCNC(=O)c1cc(S(=O)(=O)N2CCCCC2)c[nH]1
-15%	-4%	/	CCOC(=O)c1c(C)oc2nc(C)nc(NCCCN3CCN(c4ccc(F)cc4)CC3)c12
11%	-4%	8%	Cc1ccc(OCc2nnc(SCC(=O)c3ccccc3)n2-c2ccccc2)cc1
-20%	-6%	9%	O=C(c1ccc([N+](=O)[O-])cc1)N1CCC(n2nnc3cc(F)ccc32)CC1
1%	-1%	11%	COc1ccc(OC)c(C(C)NC(=O)Nc2ccccc2)c1 (stereo not drawn)
-1%	-4%	2%	CC(C)=CCC/C(C)=C/C(N)=O
/	21%	8%	CCCOc1ccc(C(=O)CCC(=O)OCC(=O)Nc2ccc(OCC)cc2)cc1

In the list so far, these have a furan ring, fused or not.
FEN1 inhibitor	GCN5L2 inh	N370S GC mod	compound
-2%	-4%	/	Cc1onc(-c2ccccc2)c1C(=O)NCCSCc1ccco1
-15%	-20%	-19%	CC(/C=C/c1ccco1)=N\NC(=O)c1cc(C)[nH]n1
6%	-6%	-7%	CC1(C)CC(=O)C2=C(C1)N(Cc1ccco1)C(=O)C2(NC(=O)c1cccnc1)C(F)(F)F (stereo not drawn)
12%	-7%	3%	COc1ccc2c(c1)C(c1ccc(C)o1)=NNC(c1cccnc1)=N2
2%	0%	0%	COc1cccc(NC(=O)CN2CCN(C(=O)c3ccco3)CC2)c1
-15%	-4%	/	CCOC(=O)c1c(C)oc2nc(C)nc(NCCCN3CCN(c4ccc(F)cc4)CC3)c12

Returning to the listing, starting two compounds before the break.
FEN1 inhibitor	GCN5L2 inh	N370S GC mod	compound
-1%	-4%	2%	CC(C)=CCC/C(C)=C/C(N)=O
/	21%	8%	CCCOc1ccc(C(=O)CCC(=O)OCC(=O)Nc2ccc(OCC)cc2)cc1
-27%	-11%	/	COc1cc(OC)cc(C(=O)NCCc2csc(-c3cccc(C)c3)n2)c1
0%	-1%	-7%	O=C1OC/C(=C(/O)c2ccc(Cl)cc2)C1=O
-8%	-6%	3%	Cc1csc(NC(=S)NC(=O)c2ccccc2)n1
13%	1%	-5%	Cc1cc(C)cc(-n2ncc3c2CCCC3NC(=O)CN2CCCC2=O)c1 (stereo not drawn)
18%	-10%	-1%	COc1cccc(CNC(=O)C2=Cc3cccc(OC)c3OC2)c1
-10%	-12%	-4%	Cc1ccc(C(=O)NC2CCN(S(=O)(=O)c3ccc(F)cc3)CC2)cc1
-28%	-21%&-23%	-9%&-12%	O=C1NC(=O)c2cc(Nc3ccccc3)c(Nc3ccccc3)cc21
-3%	1%	0%	CCCCCOCC(O)CCC(=O)NN (stereo not drawn)
-11%	-4%	/	CC(C)CN(CCNC(=O)c1cc(-c2cccs2)nc2ccccc12)CC(C)C
4%	0%	-10%	CCc1nnc(NC(=O)CSc2nnc(-c3cc4ccccc4cc3O)n2CC)s1
-1%	-7%	8%	Cc1ccc(OCc2nnc(SCc3cc(=O)[nH]c4ccccc34)o2)cc1
1%	-16%	-1%	Cc1ccc(N2C(=O)N(C(C)C)C(C)(C)CC2(C)O)cc1 (stereo not drawn)
/	-4%	-18%	C=CCn1cnnc1SCC(=O)Nc1cccnc1Cl
-4%	-3%	14%	Cc1ccc(/C=N/N(C)S(=O)(=O)c2ccc(C)cc2)cc1
-4%	-2%	-5%	Brc1ccccc1/C=N/Nc1nc2ccccc2o1
-6%	-15%	4%	C[C@@H]1CN(C(=O)c2nc3ccc(Cl)cn3c2CNCC[C@@H]2C[C@@H]3C=C[C@H]2C3)C[C@H](C)O1
34%	-2%	-5%	CCOC(=O)c1cc(-c2ccccc2)n[nH]1
1%	1%	6%	Cc1nc(NC(=O)/C=C/c2ccco2)sc1C
11%	-5%	-26%	Cc1cc(C(=O)Cn2nc(C(=O)O)c3ccccc3c2=O)c(C)n1-c1ccccc1
-1%	-2%	-3%	Cc1ccc(N(C(=O)CCC(=O)Nc2ccccn2)C(C(=O)NC(C)C)c2ccc(F)cc2)cc1 (stereo not drawn)

High-throughput results: PubChem, National Center for Advancing Translational Sciences (NCATS)
